TAG inh – inhibitors of triacylglycerol accumulation, primary screen, cell-based, uHTS, fluorescence, H9c2. inhibition, % at 12.5 µM. H9c2 cells, Nile Red lipid (TAG) fluorescence; cells loaded with 200 µM oleic acid. 0.66% of 230,000 active. AID 651582, 2012;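 active means pattern-corrected inhibition of lipid staining of at least 50% with the nuclear-stain viability signal not falling by more than 50%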;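 further: 0% = DMSO wells and 100% = triacsin C control wells; some results filed as inactive read as strong as hits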
TAG inh DAPI viability – second read-out of TAG inh, no call of its own (marks repeat the call); DAPI nuclei signal change (viability), lower = more cytotoxic, %;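 whole-well DAPI fluorescence read on a plate reader as a viability signal; minus 50 percent equals half of cells still viable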
Starred values were filed as active, the others as inactive. Some of the compounds tested; rates above refer to the full screens.

SMILES | TAG inh | TAG inh DAPI viability
Cc1cccc(NC(=O)CN(C)CC(=O)NC(c2ccccc2)c2ccccc2)c1C | 2 | 0
CCc1ccc(C(=O)NNc2cc(Cl)cc(Cl)c2)cc1 | -25 | 3
O=C(NCC(c1ccco1)N1CCCCC1)c1ccc(COc2ccc(Cl)cc2)cc1 (stereo unspecified) | -35 | 8
CCc1cccc(CC)c1NC(=S)NCC(c1cccnc1)N1CCOCC1 (stereo unspecified) | -12 | 10
CC(=O)c1ccc(NC(=O)C(C)OC(=O)COc2ccc(C#N)cc2)cc1 (stereo unspecified) | -11 | 3
CN(C)c1nc(Nc2ccccc2)nc(N(C)C)n1 | -2 | 6
Cc1cc(NC(=O)c2ccco2)ncc1NC(=O)CCc1ccccc1 | 9 | 8
COc1ccccc1S(=O)(=O)Nc1cc(S(=O)(=O)N2CCCCC2)ccc1N1CCOCC1 | -1 | -1
Cc1nn(CCC(=O)NNC(=S)Nc2ccc([N+](=O)[O-])cc2)c(C)c1[N+](=O)[O-] | 5 | 0
CCOC(=O)C1(Cc2ccc(OC)cc2)CCN(C(=O)CCn2cccn2)CC1 | -5 | -3
CN1CCN(c2ccc(Cl)cc2NC(=O)CCN2C(=O)c3ccccc3C2=O)CC1 | 5 | 12
CCCC(=O)Nc1c(C(=O)OCC)[nH]c2ccccc12 | 6 | 6
CCC1(c2ccc(F)cc2)NC(=O)N(CC(=O)N2CCN(S(=O)(=O)c3ccc(C)cc3C)CC2)C1=O (stereo unspecified) | -10 | -8
Oc1ccc(C=NN=Cc2ccco2)c(O)c1 | -15 | 2
O=C1[C@H]2[C@@H](/C=C/c3ccccc3)N3C(=O)CN(Cc4ccccn4)C(=O)[C@@]3(Cc3ccccc3)[C@H]2C(=O)N1c1ccccc1 | 12 | -5
NC1=NC[C@@H](CC2CCCCC2)N1CCc1cc(C(F)(F)F)cc(C(F)(F)F)c1 | 133 | -85
Cn1nc(C(=O)Oc2cc(=O)n(C)c3ccccc23)c2ccccc2c1=O | 0 | 1
CCCCc1nc(NCCN)c(C#N)c2c1CSC(C)(C)C2 | -4 | 6
O=C(COC(=O)c1ccc(Br)o1)Nc1ccc(Br)cc1 | -2 | 2
C/C(=N\NC(=S)Nc1ccccc1)C1Cc2ccccc2C(=O)O1 (stereo unspecified) | -15 | 4
CCCCNC(=O)C(=O)NCC1CCCN1S(=O)(=O)c1cccs1 (stereo unspecified) | 4 | -5
CCOc1cc(C)c(S(=O)(=O)NCc2ccccn2)cc1C | -8 | -11
COc1ccc(Cl)cc1NC(=O)CN(C)C(=O)c1ccc(N2CCCCCC2)c([N+](=O)[O-])c1 | -48 | 1
Cc1cc(Cl)ccc1C(=O)C1CCCN(C(=O)c2ccc3c(c2)OCO3)C1 (stereo unspecified) | -6 | 2
COc1ccc(C(=O)NCc2cnn(C)c2C)cc1OC1CCN(C(C)C)CC1 | 1 | 12

Next part; it opens with the four that closed the last part.
SMILES | TAG inh | TAG inh DAPI viability
CCOc1cc(C)c(S(=O)(=O)NCc2ccccn2)cc1C | -8 | -11
COc1ccc(Cl)cc1NC(=O)CN(C)C(=O)c1ccc(N2CCCCCC2)c([N+](=O)[O-])c1 | -48 | 1
Cc1cc(Cl)ccc1C(=O)C1CCCN(C(=O)c2ccc3c(c2)OCO3)C1 (stereo unspecified) | -6 | 2
COc1ccc(C(=O)NCc2cnn(C)c2C)cc1OC1CCN(C(C)C)CC1 | 1 | 12
Cc1ccc(-n2c(SCc3nnc4n3CCC4)nnc2-c2ccccc2)cc1 | 7 | -2
CCOc1ccc(-c2cc(N3C(=O)Nc4ccccc4N3O)n[nH]2)cc1 | -5 | 3
Cn1cnc([N+](=O)[O-])c1Sc1nc(N)nc2c1ncn2C1OC(CO)C(O)C1O (stereo unspecified) | 0 | -7
Nc1c(C(=O)CSc2nccn2-c2cccc(F)c2)c(=O)[nH]c(=O)n1C1CC1 | 3 | -2
COC(CNC(=O)c1ccc(Cn2c(=S)[nH]c3cc4c(cc3c2=O)OCO4)cc1)OC | 12 | -8
CNCCC1Sc2ccccc2Oc2ccccc21 (stereo unspecified) | 9 | 14
COCCN(Cc1cc2cc(C)ccc2n2nnnc12)C(=S)Nc1cccc(C)c1 | 17 | 6
CC(=O)Nc1ccc(NC(=O)CN2C(=O)NC3(CCCCCCC3)C2=O)cc1 | -1 | 17
O=C(O)c1cc(S(=O)(=O)N2CCOCC2)ccc1N1CCOCC1 | 5 | 2
CCC(=O)Nc1cccc(-n2nnnc2SCC(=O)c2ccc(C)c(C)c2)c1 | -10 | 4
O=C(CSc1nc2nn(-c3ccccc3)c(=O)c-2c2n1CCCCC2)Nc1ccccc1[N+](=O)[O-] | 7 | -9
CCNC(=S)N(CCCN(C)C)Cc1cc2cc3c(cc2[nH]c1=O)OCCO3 | -4 | 6
O=S1(=O)CCOC[C@H](Cc2ccccc2)N1Cc1ccccc1F | -3 | 8
CC(C)(C)c1ccc(CC(=O)N2CCC2(C)C(=O)NS(=O)(=O)c2ccc(C#N)cc2)cc1 (stereo unspecified) | 12 | -5
O=C1NC(=O)C2(CCCC2)N1 | -9 | -3
COc1ccc(S(=O)(=O)N2CCC(C(=O)Nc3ccccc3N3CCCC3)CC2)cc1OC | 17 | -4
COc1ccc(CNC(=S)NCc2ccc(OC(C)C)cc2)cc1 | 3 | 6
CC(C)C(=O)Nc1cccc(NC(=O)c2cc3ccccc3o2)c1 | 49 | 2
COc1ccc(C2CC2C(C)=O)cc1 (stereo unspecified) | 9 | -4
CC(NS(=O)(=O)c1cc2c3c(c1)CCN3C(=O)CC2)c1ccccc1 (stereo unspecified) | 36 | -3
COc1ccccc1NC(=O)C(=O)NCC(c1ccco1)N1CCc2ccccc2C1 (stereo unspecified) | 3 | 3
Cc1ccc2sc(N(CCCN(C)C)C(=O)c3ccc(Br)s3)nc2c1C | 23 | 10
COC(=O)c1ccc(-c2nc(O)c3cnccn23)cc1 | -4 | -2
O=C(COC(=O)/C=C/c1ccc(Cl)cc1)Nc1ccccc1 | 1 | 0
Cn1cccc1C(C#N)c1cccc(F)c1C#N (stereo unspecified) | -4 | 11

Copied from the list.
Reading for O=C(CSc1nc2nn(-c3ccccc3)c(=O)c-2c2n1CCCCC2)Nc1ccccc1[N+](=O)[O-] under TAG inh DAPI viability: -9
Reading for CNCCC1Sc2ccccc2Oc2ccccc21 (stereo unspecified) under TAG inh DAPI viability: 14

The results go on.
SMILES | TAG inh | TAG inh DAPI viability
Cc1ccc(C(=O)NNC(=O)C2CCN(Cc3ccccc3)CC2)cc1 | -5 | 9
CC(CN1CCCC1)OC(=O)c1ccc(Cl)cc1Cl (stereo unspecified) | 7 | -2
Cc1ccccc1-c1nnc(SCC(=O)Nc2c(C)n(C)n(-c3ccccc3)c2=O)o1 | -11 | 2
Cc1ccc(S(=O)(=O)c2c(C)cc(-c3ccccc3)[nH]c2=O)cc1 | 1 | -8
CC(C)COc1ccc(C(=O)N/N=C/c2ccoc2)cc1 | 2 | -5
CN(C(=O)c1cccc(NC(=O)Cc2ccc(NC(=O)C3CCCN(C(=O)CCc4ccccc4)C3)cc2)c1)C1CCCCC1 (stereo unspecified) | -22 | 7
O=[N+]([O-])c1cc(Cl)ccc1N1CCCCC1 | -12 | -7
COc1ccc(CNC(=O)Nc2nnc([C@H]3C[C@H](O)[C@@H](CO)O3)s2)cc1 | 6 | 13
COC(=O)c1cc2n(n1)CCN(Cc1ccc(OC)cc1)C2=O | 7 | -4
CCOC(=O)c1sc(NC(=O)c2ccccc2OC)nc1C | 1 | -3
Cc1cc(C)c2cc3c(N)c(C(=O)N4CCOCC4)sc3nc2c1 | 30 | -1
c1cc2c(c(NCc3ccncc3)c1)CCCC2 | -19 | -2
COc1ccc(S(=O)(=O)NCc2ccccn2)cc1NC(=O)c1ccc(Cl)cc1 | 10 | 2
Oc1ccc2ccc(Cl)cc2c1 | 2 | 2
COc1ccc(C)cc1NC(=O)CSc1nnc(COc2ccccc2)n1Cc1ccco1 | 3 | 8
C=CCn1c(SCC(=O)c2cccs2)nc2sc(C)c(C)c2c1=O | -18 | -7
COc1cccc(CNC(=O)c2ccc(C)c(S(=O)(=O)N3CCOCC3)c2)c1 | 1 | 0
COc1ccc2[nH]c3c(c2c1)CCN1C(=O)C(CC(=O)NCCC2=CCCCC2)C[C@H](C(=O)N2CCCCC2)[C@@]31CCc1ccccc1 (stereo partly specified) | 35 | -11
CC(C)(CN1CCCN(CC(C)(C)C(=O)O)C1=O)C(=O)O | -10 | 2
CC(=O)Nc1ccc(C(=O)OC2CCCCC2=O)cc1 (stereo unspecified) | -25 | 17
CCNC(=O)C1CCCN(C(=O)c2ccc(C#N)cc2)CC1 (stereo unspecified) | 1 | -2
O=C(Nc1ccncc1)c1cc(S(=O)(=O)N2CCOCC2)ccc1Cl | 4 | 3
CCOC(=O)c1ccsc1NC(=O)c1ccco1 | 2 | -5
CCOC(=O)C1=NOC2C(=O)N(c3ccc(Cl)cc3Cl)C(=O)C12 (stereo unspecified) | 7 | 2
COc1ccc(/C=N/NC(=O)c2cccnc2)cc1COc1ccc([N+](=O)[O-])cc1 | -2 | -8

Additional results.
SMILES | TAG inh | TAG inh DAPI viability
CCN(CC)S(=O)(=O)c1ccc(Cl)c(C(=O)NNC(=O)c2csc(N3CCOCC3)n2)c1 | -1 | -5
O=C1CCN(CCc2ccccc2)CCN1CCOc1ccccc1 | -36 | 13
O=C(O)Cc1c[nH]c2ccc(O)cc12 | 9 | -7
COc1cc(OC)cc(-c2n[nH]c(=S)n2-c2cc(OC)ccc2OC)c1 | 0 | 4
CC(C)(CS(=O)(=O)[O-])NC(=O)CC[N+](C)(C)CCO | -9 | 2
C=CCn1c(-c2csc(-c3ccc(Cl)cc3)n2)n[nH]c1=S | 18 | 2
CN(C)C(=O)CCc1ccc2c3c([nH]c2c1)[C@]1(C)[C@@H](C(=O)N2CCOCC2)C[C@H](CC(=O)NCC24CC5CC(CC(C5)C2)C4)C(=O)N1CC3 | -11 | 7
Cn1c(CNC(=O)c2ccccc2F)nnc1SCC(=O)N1CCN(c2ccccc2)CC1 | 10 | -2
NC(=O)N=Nc1c(O)[nH]c2ccc([N+](=O)[O-])cc12 | 11 | -6
COc1ccccc1CNC(=S)NC1CCCCC1 | -49 | 3
COc1ccc(Cl)cc1NC(=O)C[n+]1ccccc1 | -3 | -8
Cc1ccc(S(=O)(=O)N2CCOCC2)cc1N/N=C(\C#N)c1nc2ccccc2[nH]1 | 21 | 0
CS(=O)(=O)N(CC(O)Cn1c2ccccc2c2ccccc21)c1ccccc1 (stereo unspecified) | -14 | 10
CCCCNC(=O)CC1N=C2c3ccccc3N=C(SCC(=O)Nc3cccc(OC)c3)N2C1=O (stereo unspecified) | 20 | -9
O=C1c2ccccc2C(=O)N1CSc1nnc2c3ccccc3n(CCc3ccccc3)c2n1 | -7 | 16
COc1ccc(S(=O)(=O)N2CCOCC2)cc1NC(=O)COC(=O)c1[nH]c(C)c(C(C)=O)c1C | -6 | 12
Cc1ccc(S(=O)(=O)Nc2c3ccccc3nc(=O)n2-c2ccccc2)cc1 | -7 | -12
CC(C)(C)NC(=O)c1ccccc1NC(=O)C1CCCO1 (stereo unspecified) | 0 | -8
CCOC(=O)C1CCCN(C(=O)c2ccc(Cn3c(=S)[nH]c4cc(C(=O)OC)ccc4c3=O)cc2)C1 (stereo unspecified) | -8 | -1
Nc1nc(-c2ccccc2)c(-c2ccc([N+](=O)[O-])cc2)s1 | -15 | 4
COc1ccc(NC(=O)N2CCc3ccccc3C2)cc1 | -7 | -3
CC(=O)N1C(=O)N(C(C)=O)C2C1N(C(C)=O)C(=O)N2C(C)=O (stereo unspecified) | -12 | 8
Cc1cccc(OCc2nnc3n2CCCCC3)c1 | -8 | 11
COCCNC(=S)N(Cc1cc2cc(C)ccc2n2nnnc12)C1CCCC1 | -10 | -3
O=C(COC(=O)c1c(Cl)cccc1Cl)Nc1cc(Cl)ccc1Oc1ccccc1 | -1 | -4

In the list so far, three have a COOH group:
SMILES | TAG inh | TAG inh DAPI viability
O=C(O)c1cc(S(=O)(=O)N2CCOCC2)ccc1N1CCOCC1 | 5 | 2
CC(C)(CN1CCCN(CC(C)(C)C(=O)O)C1=O)C(=O)O | -10 | 2
O=C(O)Cc1c[nH]c2ccc(O)cc12 | 9 | -7

New compounds follow
SMILES | TAG inh | TAG inh DAPI viability
CC(=O)N1CCN(c2ccc(NC(=O)c3ccc4c(c3)OCCO4)cc2Cl)CC1 | 3 | 4
C/C(=N\NC(=S)NC1CCCCC1)c1ccc(OC(F)F)cc1OC(F)F | -6 | 11
CCOC(=O)c1ccc(NC(=S)N2CCN(CCNC3=CC(=O)CC(C)(C)C3)CC2)cc1 | 11 | 0
CC(=O)N1CCC2(CC1)C/C(=N\NC(=S)Nc1ccc(C)cc1)c1cc(O)ccc1O2 | 14 | 0
CC(C)N1CC(C(=O)Nc2nc3ccccc3s2)CC1=O (stereo unspecified) | 9 | -8
CC1(C(=O)NS(=O)(=O)c2ccc3ccccc3c2)CCN1C(=O)C1(c2ccc(Cl)cc2)CCC1 (stereo unspecified) | -8 | 9
CCOC(=O)Cc1csc(NC(=O)c2ccc(C)c(S(=O)(=O)N3CCOCC3)c2)n1 | 5 | 7
COc1ccc(CC(=O)N/N=C/c2c(C)n(C)c3ccccc23)cc1OC | 5 | -7
CCCC(=O)Nc1nc2ccc(S(N)(=O)=O)cc2s1 | 11 | -2
COc1ccc(CCC(=O)N2CCCC(Nc3ccccc3)C2)cc1OC (stereo unspecified) | -8 | -9
NC(=S)c1csc(CCNC(=O)c2ccccc2)n1 | -1 | -1
Cc1ccc(-n2cc(CN3CCCN(C=O)CC3)c(-c3ccc(F)cc3)n2)cc1 | 4 | 9
Cc1occc1C(=O)Nc1cccc([N+](=O)[O-])c1C | 0 | -5

4 compounds picked at random from the list so far, as already listed:
SMILES | TAG inh | TAG inh DAPI viability
Cc1ccc(-n2cc(CN3CCCN(C=O)CC3)c(-c3ccc(F)cc3)n2)cc1 | 4 | 9
CCCC(=O)Nc1nc2ccc(S(N)(=O)=O)cc2s1 | 11 | -2
COc1ccc(CC(=O)N/N=C/c2c(C)n(C)c3ccccc23)cc1OC | 5 | -7
CC(=O)N1CCC2(CC1)C/C(=N\NC(=S)Nc1ccc(C)cc1)c1cc(O)ccc1O2 | 14 | 0

Assay outcomes (PubChem BioAssay)
